High-throughput results as filed in PubChem BioAssay.
TSG101-PTAP inh: blocks PTAP/TSG101 interaction to inhibit HIV-1 budding; Fluorescence polarization, FITC-PTAP peptide / Tsg101 binding; Potency, µM (series often up to 115 µM), for inactives: top-dose activity change, negative = inhibition, hits mostly inhibitors; 340,000 tested, under 10 active; active = well fitted inhibition curve with a large enough effect in the main read-out, with a control signal flat, not every such curve was filed as active; inconclusive = small, poorly fitted or top-dose-only effect, or effect the other way, or a change in a side signal; inactive = no such curve, though single readings can be large or run the other way; note: potency is the fitted concentration of half-maximal effect; % of control where 0% means no effect
Target sequence (Q99816 whole entry, looked up): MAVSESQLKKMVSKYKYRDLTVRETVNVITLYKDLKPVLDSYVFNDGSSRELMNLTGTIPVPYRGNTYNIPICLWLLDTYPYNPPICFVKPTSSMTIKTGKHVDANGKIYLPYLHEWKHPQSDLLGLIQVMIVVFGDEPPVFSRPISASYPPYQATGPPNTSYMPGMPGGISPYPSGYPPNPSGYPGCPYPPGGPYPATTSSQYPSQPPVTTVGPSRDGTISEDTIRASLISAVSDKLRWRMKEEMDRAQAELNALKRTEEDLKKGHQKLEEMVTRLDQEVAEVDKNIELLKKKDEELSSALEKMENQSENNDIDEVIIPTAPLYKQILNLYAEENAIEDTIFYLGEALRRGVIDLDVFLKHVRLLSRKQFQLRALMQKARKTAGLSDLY
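Tsg101 binding domain (10 uM final) was mixed with compound and a FITC-labeled PTAP peptide (50 nM final) in HEPES pH 7.5 buffer with NaCl, Tween 20, EDTA and TCEP; fluorescence polarization was read after 20 min at r.t.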
Chronic BCR inh: inhibitors of chronic active B-cell receptor signaling; actives 0.05% (n = 340,000); Potency, µM (titrated, usually from 46.1 µM), for inactives: top-dose ratio change, negative = lower green/red ratio, actives largely listed as inhibitors; ABC-DLBCL IkBa-CBG/CBR reporter, luminescence ratio, 4 h; active = well fitted inhibition curve with a large enough effect in the signal ratio, with a control signal flat, not every such curve was filed as active; inconclusive = small, poorly fitted or top-dose-only effect, or effect the other way, or a change in a side signal; the % refers to the signal ratio;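 note: potency is the fitted concentration of half-maximal effect; plate controls were basal doxycycline-induced cells for no effect and cells given 10 µM MG132 for full effect; MG132 reads +100%, hits lower the ratio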
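Concentration-response series (up to 46 uM) were applied to TMD8 dual-reporter cells for 4 h at 37C with doxycycline. Green/red ratio, after filter-overlap correction, defined %Activity; red signal alone was normalised to basal cells and zero luminescence.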
USP2a block: inhibitors of human ubiquitin-specific protease USP2a; O75604; USP2 core, Ub-CHOP2 coupled fluorogenic reporter, 485/531; Potency, µM (doses to about 38.3 µM), for the others: at the top dose activity change, negative = inhibition, most hits filed as inhibitors; actives 0.01% (n = 330,000);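 note: potency is the fitted concentration of half-maximal effect; plate controls were DMSO wells for no effect and full inhibition by NEM control for full effect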
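USP2 core (10nM final) preincubated 30min RT with compound in 20mM Tris-HCl pH 8.0, 2mM CaCl2, 2mM beta-mercaptoethanol, 0.05% CHAPS; 25nM Ub-CHOP2 plus 25nM reporter substrate added, fluorescence (Ex485/Em531) read after 60min.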
Tb PFK block: T. brucei PFK enzyme inhibition. Potency, µM (top dose mostly 57.5 µM), for the others: at the highest dose activity, negative = inhibition, hits mostly inhibitors. actives 0.17% (n = 330,000). T. brucei PFK, ADP-Glo luminescence. O15648. AID 485367;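 note: potency is the fitted concentration of half-maximal effect; 0% = uninhibited 1x PFK enzyme wells and -100% = no-enzyme wells; nearly all actives have a fitted effect of over 60% in size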
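Luminescent ADP detection (ADP-Glo, two-step: ATP depletion then ADP-to-ATP conversion for luciferase) reported PFK activity after 45 min room-temperature reaction of 1.25 nM enzyme with 0.5 mM F6P and 0.1 mM ATP at pH 8.0.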
Mito fusion act: inhibitors of mitochondrial division or activators of mitochondrial fusion; S. cerevisiae fusion-defective mutant growth rescue, CellTiterGlo 48 h; Potency, µM (doses to about 46.1 µM), without a hit: at the highest dose growth rescue (activation), usual class: activators; actives 0.23% (n = 320,000); AID 485298;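 note: potency is the fitted concentration of half-maximal effect; % of control where 0% means no effect; nearly all actives have a fitted effect of over 45% in size; temperature-sensitive fusion mutants such as fzo1-1 at 37 °C on non-fermentable ethanol glycerol medium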
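Compounds are tested for their ability to restore growth of mitochondrial fusion-defective yeast strains at non-permissive 37C in YPEG medium over 48 hours. Viability is quantified by luciferase luminescence.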
TCR act: T cell receptor activation. 330,000 tested, under 10 active. Potency, µM (titrated, usually from 9.22 µM), inactives show at the highest dose activation of IL-2 secretion, actives largely listed as activators. primary human leukocytes, anti-CD3, IL-2 HTRF, 48 h. AID 504894; note: % of control where 0% means no effect
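Primary human leukocytes incubated 48 hr with anti-CD3 beads plus compound, without co-stimulation. Secreted IL-2 measured by HTRF (europium cryptate/d2 anti-IL-2 pair, 320 nm excitation, 665 nm emission).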
Eya2 inh: blocks the phosphatase activity of human Eya2. Potency, µM (doses to about 76.9 µM), without a hit: at the top dose activity, negative = inhibition, most hits filed as inhibitors. O00167. actives 0.006% (n = 330,000). recombinant Eya2, OMFP fluorescence dephosphorylation (OMFP is methylfluorescein phosphate); note: potency is the fitted concentration of half-maximal effect; % is set by controls: 0 for no effect and ±100 for the full control effect
Target sequence (O00167 whole entry, looked up): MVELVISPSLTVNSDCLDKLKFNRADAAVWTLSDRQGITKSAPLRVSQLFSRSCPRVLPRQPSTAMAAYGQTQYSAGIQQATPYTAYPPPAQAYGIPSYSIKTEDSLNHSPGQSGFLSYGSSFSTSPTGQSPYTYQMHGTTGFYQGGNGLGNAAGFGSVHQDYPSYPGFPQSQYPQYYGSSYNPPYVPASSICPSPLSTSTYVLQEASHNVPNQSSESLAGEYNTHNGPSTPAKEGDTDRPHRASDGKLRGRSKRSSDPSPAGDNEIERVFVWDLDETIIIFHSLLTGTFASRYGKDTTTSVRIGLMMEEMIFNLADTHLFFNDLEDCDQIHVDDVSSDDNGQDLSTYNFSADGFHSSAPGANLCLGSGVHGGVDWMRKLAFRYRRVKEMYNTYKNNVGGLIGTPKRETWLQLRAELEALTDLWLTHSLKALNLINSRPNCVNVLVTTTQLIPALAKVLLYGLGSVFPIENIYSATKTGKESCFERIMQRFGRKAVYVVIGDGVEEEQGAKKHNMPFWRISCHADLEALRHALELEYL
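Eya2 protein (added as 0.2 uM solution) was preincubated with compound for 10 min at ambient temperature in 50 mM HEPES pH 7.5, 50 mM NaCl, 5 uM MgCl2, 0.05% BSA, 1 mM DTT. OMFP (added at 50 uM) then reacted 10 min; fluorescence read at 485/525 nm.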
TSHR antag: antagonists of human thyroid stimulating hormone receptor; TSHR-expressing cells, TSH-stimulated cAMP HTRF, 2 h; hits give low values; activity change, negative = inhibition, % at 11.5 µM; actives 0.2% (n = 330,000);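 active = activity change below a set negative limit, meaning inhibition stronger than a set level, cut at about -70% in these data; inconclusive = activity change between two set negative limits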; note: % is set by controls: 0 for no effect and ±100 for the full control effect
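Cell-based HTRF cAMP assay; TSHR cells + compound, TSH EC80 (4nM final), 2 h, 37 deg C. Lysis with anti-cAMP cryptate and cAMP-d2, 30 min RT, read 665/620 nm.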
uPA generation: cell surface uPA generation inhibition | cell surface uPA generation assay, qHTS | Potency, µM (top dose mostly 38.3 µM), without a hit: at the highest dose activity change, negative = inhibition, usual class: inhibitors | actives 0.31% (n = 330,000) | AID 540303; active = well fitted inhibition curve with a large enough effect; inconclusive = small, poorly fitted or top-dose-only effect; inactive = no such curve, though single readings can be large or run the other way; tested in mouse RAW 264.7 cells; note: potency is the fitted concentration of half-maximal effect; % is set by controls: 0 for no effect and ±100 for the full control effect; nearly all actives have a fitted effect of over 55% in size
B2AR arrestin: recruits beta-arrestin to the human beta2-adrenergic receptor. beta-arrestin recruitment to beta2AR, cell-based reporter. Potency, µM (top dose mostly 46.1 µM), for inactives: at the highest dose activation, hits mostly activators. actives 0.02% (n = 330,000). AID 492947. P07550;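 note: potency is the fitted concentration of half-maximal effect; 0% = DMSO controls and full agonism = EC100 isoproterenol or metaproterenol; nearly all actives have a fitted effect of over 65% in size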
ELG1 repair inh: blocks ELG1-dependent DNA repair in HEK293T cells; HEK293T ELG1-luciferase reporter, luminescence, 16 h; DNA damage induced by 5-fluorouridine; Potency, µM (series often up to 46.1 µM), without a hit: at the top dose activity change, negative = inhibition, usual class: inhibitors; actives 2.3% (n = 330,000); AID 504467; note: potency is the fitted concentration of half-maximal effect; % is set by controls: 0 for no effect and ±100 for the full control effect; nearly all actives have a fitted effect of over 55% in size
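DMSO vehicle served as the neutral condition. Each well held 2,000 cells given 5-fluorouridine plus compound; after 16 hr at 37 °C/5% CO2, ONE-Glo was added and luciferase measured 30 min later.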
Numbers without * were called inactive; ? = inconclusive; . = not tested or not shown; [ ] = remark or other dose. Unless noted, calls come from the whole dose curve; as a rule, active = well fitted curve in the direction sought with a large enough effect; inconclusive = small, poorly fitted or top-dose-only effect, or another doubt; inactive = no such curve, though single readings can be large; an effect the other way counts as inactive or inconclusive. The order is random. About 3% of those tested had a hit in this group.

Second line of a record: TSG101-PTAP inh	Chronic BCR inh	USP2a block	Tb PFK block	Mito fusion act	TCR act	Eya2 inh	TSHR antag	uPA generation	B2AR arrestin	ELG1 repair inh
- Cc1ccc(NC(=O)CN(C)C(=O)c2cccc(Br)c2)cc1
  -4%	0%	-8%	-9%	7%	-1%	?	4	2%	-0.8%	5%
- O=C(NCCN1C(=O)S/C(=C\c2ccccc2Cl)C1=O)C1=COCCO1
  -5%	-3%	1%	6%	7%	-3%	-15%	-5	7.9µM*	0.0%	23%
- CC(=O)c1cnn(-c2ccccc2)c1C
  -3%	-3%	0%	-2%	-3%	-14%	-2%	-1	0%	-0.2%	7%
- CC(=O)NC1=NN(C(C)=O)C(C)(CS(=O)(=O)c2ccc(Cl)cc2)S1 (configuration not stated)
  -8%	4%	2%	0%	-3%	8%[46.1 µM]	0%	-11	-9%	-0.4%	11%
- Cc1ccc2cc(C3CC(c4ccco4)=NN3S(=O)(=O)c3ccccc3)c(Cl)nc2c1 (configuration not stated)
  4%	5%	2%	12%	23%	1%[46.1 µM]	2%	4	10%	0.6%	-3%
- O=C(c1ccnc(Cl)c1)N1CCCC(Nc2ccc(F)cc2)C1 (configuration not stated)
  -2%	0%	0%	4%	1%	5%	-15%	7	3%	0.2%	2%
- COc1cc(/C=N/NC(=O)NC23CC4CC(CC(C4)C2)C3)ccc1OCC(N)=O
  -8%	-13%	2%	-7%	2%	3%	8%	-6	4%	-0.1%	?
- Cn1cc(-c2nnnn2-c2cccc(C(F)(F)F)c2)c(C(F)(F)F)n1
  -4%	?	3%	-4%	6%	2%	-9%	21	5%	0.0%	2%
- O=C(/C=C/c1ccco1)OCC(=O)c1cccc([N+](=O)[O-])c1
  2%	?	-1%	-11%	-4%	2%	-12%	6	-1%	-0.1%	-2%
- COc1ccc(CCNC(=O)CCCCCN2C(=O)[C@@H]3Cc4ccccc4CN3C2=O)cc1OC
  0%	?	2%	-1%	5%	0%	-11%	-1	1%	0.3%	?
- O=C(OCC(=O)c1cccs1)c1ccccc1
  -2%	?	-2%	1%	3%	1%	-5%	6	1%	0.3%	?
- COc1cccc(-c2cc(C(=O)NCc3ccc(Cl)cc3)no2)c1
  -2%	-1%	-2%	-2%	-7%	-2%	4%	-6	.	-0.1%	0%
- COc1ccc(CN2CCNC(=O)C2CC(=O)N2CCCCO2)c(OC)c1 (configuration not stated)
  1%	?	3%	5%	-3%	-2%	-2%	7	3%	0.4%	-9%
- CC1(C)COC(Cn2c3ccccc3c3ccccc32)O1 (configuration not stated)
  0%	?	-1%	6%	-4%	2%	6%	24	-12%	-0.4%	10%
- Cc1c(CCC(=O)O)c(=O)oc2cc3occ(-c4ccccc4)c3cc12
  -3%	?	1%	-2%	10%	1%	?	1	-4%	-0.4%	3%
- COc1ccccc1CCC(=O)OCC(=O)N1CCN(S(=O)(=O)c2ccc(C)cc2C)CC1
  0%	-15%	4%	-2%	10%	0%	-19%	-11	-9%	-0.5%	-1%
- CCN1CCN(C(=O)NC2CC(=O)N(c3ccc(OC)cc3)C2)CC1 (configuration not stated)
  -13%	-2%	7%	0%	5%	-1%	0%	2	1%	0.0%	12%
- CCOC(=O)N1CCC(N2Cc3cccc(C(=O)Nc4ccc(OC)c(OC)c4)c3C2=O)CC1
  -4%	-1%	-1%	4%	-4%	-3%	-12%	-15	-1%	0.0%	?
- Cc1ccc(CNC(=O)Cn2cnc3c(NC(=O)OCc4ccccc4)ncnc32)o1
  -4%	0%	0%	-1%	-15%	-7%	11%	-15	-2%	0.4%	?
- COC(CNc1ccc([N+](=O)[O-])c(NCC(OC)OC)c1C#N)OC
  3%	-21%	0%	1%	-1%	3%	6%	-7	-2%	-0.2%	-12%
- COc1ccc(N(CC(=O)NC2CCCCC2)C(=O)CNC(=O)c2ccco2)c(OC)c1
  -5%	?	-6%	1%	-4%	4%[46.1 µM]	-4%	-3	-9%	-0.4%	3%
- COc1ccc(CNC(=O)C2CCCN(S(=O)(=O)c3ccc4c(c3)CCCN4C(C)=O)C2)cc1 (configuration not stated)
  -3%	-1%	3%	0%	-7%	2%	6%	-11	-5%	-0.4%	-14%
- COC(=O)NNC(=O)Cc1cccc2ccccc12
  -2%	8%	3%	-3%	0%	4%[46.1 µM]	7%	-1	2%	0.0%	-4%
- CCS(=O)(=O)N1CCC(NC(=O)C2CCCCC2)CC1
  -6%	-1%	3%	0%	-5%	-4%	-7%	29	4%	-0.6%	-1%
- O=C1C2C3C=CC(C3)C2C(=O)N1c1ccc2ccccc2c1 (configuration not stated)
  3%	?	-2%	4%	1%	3%	-6%	4	2%	-0.6%	6%
- CCCC(CCC)n1[nH]c(=O)c2c(C)cc(C)nc21
  0%	0%	0%	1%	-4%	4%	3%	-2	8%	0.2%	11%
- O=C(NC1CCS(=O)(=O)C1)c1cccc(S(=O)(=O)N2CCCC2)c1 (configuration not stated)
  1%	1%	-1%	3%	-1%	5%	-22%	-2	3%	-0.3%	10%
- CSc1nc2ccccc2n1CC(=O)Nc1c(C)n(C)n(-c2ccccc2)c1=O
  -10%	-3%	2%	0%	-3%	-1%	-24%	6	8%	0.2%	-4%
- COc1ccc(C(=O)NCc2nnc(SCC(=O)Nc3nnc(C)s3)o2)cc1OC
  0%	-5%	4%	2%	-2%	-4%	4%	8	-2%	0.3%	12%
- CN(CC(=O)Nc1ccccc1Br)C(=O)C(Cc1ccccc1)NC(=O)c1ccccc1 (configuration not stated)
  -9%	-9%	0%	-16%	2%	11%	3%	7	10%	-0.2%	?

Some entries already given, reduced to Tb PFK block, B2AR arrestin and TCR act:
canonical_smiles,Tb PFK block,B2AR arrestin,TCR act
CCCC(CCC)n1[nH]c(=O)c2c(C)cc(C)nc21,1%,0.2%,4%
O=C(NC1CCS(=O)(=O)C1)c1cccc(S(=O)(=O)N2CCCC2)c1 (configuration not stated),3%,-0.3%,5%
CSc1nc2ccccc2n1CC(=O)Nc1c(C)n(C)n(-c2ccccc2)c1=O,0%,0.2%,-1%

3 structures out of the list, ordered by SMILES length, descending.
Second line of a record: TSG101-PTAP inh	Chronic BCR inh	USP2a block	Tb PFK block	Mito fusion act	TCR act	Eya2 inh	TSHR antag	uPA generation	B2AR arrestin	ELG1 repair inh
- COc1cc(/C=N/NC(=O)NC23CC4CC(CC(C4)C2)C3)ccc1OCC(N)=O
  -8%	-13%	2%	-7%	2%	3%	8%	-6	4%	-0.1%	?
- Cc1ccc(CNC(=O)Cn2cnc3c(NC(=O)OCc4ccccc4)ncnc32)o1
  -4%	0%	0%	-1%	-15%	-7%	11%	-15	-2%	0.4%	?
- O=C(c1ccnc(Cl)c1)N1CCCC(Nc2ccc(F)cc2)C1 (configuration not stated)
  -2%	0%	0%	4%	1%	5%	-15%	7	3%	0.2%	2%

The results go on:
Second line of a record: TSG101-PTAP inh	Chronic BCR inh	USP2a block	Tb PFK block	Mito fusion act	TCR act	Eya2 inh	TSHR antag	uPA generation	B2AR arrestin	ELG1 repair inh
- Cc1cccc(C(C)C)c1NC(=O)CSc1ncnc2[nH]ncc12
  -2%	0%	7%	0%	.	-6%	2%	.	12%	-0.7%	?
- CCc1c(C#N)c(SCCC(=O)Nc2ccc(OC)cc2)nc2c1C(=O)CC(C)(C)C2
  -1%	?	-1%	1%	5%	-5%	-15%	1	-2%	-0.2%	?
- Cc1nc2nc(SCC(=O)Nc3cccc(F)c3)[nH]c2cc1Br
  1%	?	1%	0%	-4%	-3%	1%	-15	1%	-0.4%	4%
- COc1cccc(-c2ocnc2C(=O)Nc2ccc(N3CCOCC3)cc2N2CCOCC2)c1
  1%	-12%	1%	5%	10%	1%	-2%	-6	5%	-0.2%	18µM*
- CCN(CC(=O)NCc1ccc(Cl)cc1)C(=O)Cc1ccc(OC)cc1
  1%	0%	-1%	1%	-1%	1%	2%	16	-2%	0.2%	1%
- CC(OC(=O)c1ccc2noc(-c3ccccc3)c2c1)C(N)=O (configuration not stated)
  1%	?	-4%	-3%	15%	6%	-12%	1	-3%	0.5%	?
